Screens from PubChem.
MIN6 prolif = inducers of beta-cell replication in MIN6 cells. 330,000 compounds, 0.29% hits. MIN6 cells proliferation, ATPlite luminescence, 48 h; cells starved in 0.2% serum; 100% = growth in 10% serum. proliferation, % at 10 µM;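 active = compounds whose signal lies at least 3.5 SD above the mean of all wells on their plate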;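 note: 0% = DMSO-treated cells in low-serum medium and 100% = 10% serum control; some compounds called inactive have numbers as strong as hits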
APJ antag = antagonists of human APJ apelin receptor. CHO-K1 APJ beta-arrestin complementation, luminescence. 330,000 compounds, 0.32% hits. AID 2521. inhibition, % at 20 µM;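 active = inhibition above about 40% at 20 µM, limit read from the data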;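 note: cells challenged with 10 nM apelin-13 agonist together with compound; plate controls were apelin-13 plus DMSO wells for no effect and DMSO wells lacking apelin-13 for full effect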
Target sequence (P35414 whole entry, looked up): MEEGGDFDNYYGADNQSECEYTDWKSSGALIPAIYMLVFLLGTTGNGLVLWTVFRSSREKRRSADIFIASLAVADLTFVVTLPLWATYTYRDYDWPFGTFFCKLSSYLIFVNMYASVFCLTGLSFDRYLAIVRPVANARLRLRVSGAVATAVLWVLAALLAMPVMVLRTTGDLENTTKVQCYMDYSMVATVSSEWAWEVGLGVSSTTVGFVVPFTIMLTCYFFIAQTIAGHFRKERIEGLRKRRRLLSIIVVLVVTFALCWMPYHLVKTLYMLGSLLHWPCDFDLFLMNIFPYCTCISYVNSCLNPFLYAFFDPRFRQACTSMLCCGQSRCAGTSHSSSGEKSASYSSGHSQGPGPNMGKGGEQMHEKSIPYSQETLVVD
NR3A LBD binder = NR3A (human) ligand-binding domain modulation. Tm shift relative to glycine control, % at 25 µM. 340,000 compounds, 2.5% hits. NR3A LBD differential scanning fluorimetry, Tm shift; 0% = protein alone, 100% = glycine-bound protein;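 active = melting temperature shift of at least 10% of the positive control shift, at one fixed dose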
tim10-1 inh = growth inhibitors of tim10-1 mutant yeast. S. cerevisiae tim10-1 ts strain growth, BacTiter-Glo, 24 h. inhibition, % at 20 µM. 330,000 compounds, 2.2% hits. AID 463190;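 active = inhibition of at least 40%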;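 note: mutant grown at 25 °C; 0% = DMSO wells with yeast and 100% = wells holding no yeast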
NLRP3 yeast inh = blocks the NALP3 inflammasome reconstituted in yeast; Yeast reconstituted NLRP3/ASC/caspase-1, beta-gal luminescence, 24 h; inhibition, % at 10 µM; 330,000 compounds, 0.39% hits; AID 2825;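 active = inhibition of 50% or more; inactive = inhibition below 50%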;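 note: plate controls were induced DMSO wells for no effect and uninduced yeast grown without galactose for full effect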
tim23-1 inh = growth inhibitors of tim23-1 mutant yeast. S. cerevisiae tim23-1 growth, BacTiter-Glo luminescence, 24 h. inhibition, % at 20 µM. 330,000 compounds, 1.3% hits. AID 463212;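 active = growth inhibition of the mutant yeast at or above 50%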;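 note: temperature-sensitive mutant grown at 25 °C; plate controls were DMSO-treated mutant yeast for no effect and medium wells lacking yeast for full effect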
TIM10 inh = inhibits growth of TIM10 yeast strain | S. cerevisiae TIM10 strain growth, BacTiter-Glo luminescence, 24 h | inhibition, % at 10 µM | 330,000 compounds, 1.4% hits | AID 463195;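 active = inhibition of 40% or more at the single tested concentration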;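 note: wild-type TIM10 isogenic control strain grown at permissive 25 °C; 0% = DMSO yeast wells and 100% = minimal medium wells without yeast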
APJ ag = APJ receptor agonism; P35414; CHO-K1 APJ PathHunter beta-arrestin, luminescence; 0% DMSO wells, 100% apelin; activation, % at 20 µM; 330,000 compounds, 0.11% hits; AID 2520;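 active = activation more than six SD over the plate average, tested at 20 µM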;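 note: 0% = DMSO alone and 100% = apelin-13 at 10 nM; some results filed as inactive read as strong as hits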
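Material: CHO-K1 APJ beta-arrestin complementation cell line; Input: cell density 1000 per well; Incubation: compound stimulation 90 min at 25 °C, detection 60 min; Signal: luminescence from split beta-galactosidase complementation, Galacton Star/Emerald II substrate; Controls: DMSO-only wells as negative, 10 nM Apelin-13 as positive control.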
MPTP block = blocks calcium-induced mitochondrial swelling. AID 602449. inhibition, % at 10 µM. 360,000 compounds, 1.4% hits. isolated mouse mitochondria, Ca2+ swelling absorbance, 30 min;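 active = inhibition of 50% or more, scaled per plate between neutral and stimulator controls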;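 note: 0% = DMSO wells given calcium and 100% = 1 mM EGTA wells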
* hit, by the source's call; . = not tested or not shown. Rows are unselected. About 7.2% of those tested had a hit in this group.

SMILES	MIN6 prolif	APJ antag	NR3A LBD binder	tim10-1 inh	NLRP3 yeast inh	tim23-1 inh	TIM10 inh	APJ ag	MPTP block
O=C1c2ccc(-c3nc4ccccc4o3)cc2C(=O)N1Cc1cccnc1	2	15	0	19	12	1	10	5	.
CCc1cc(CNC(=O)c2cccc(OC3CCN(S(C)(=O)=O)CC3)c2)on1	4	-3	-1	0	14	6	11	-2	0.1
COC(=O)c1ccc2nc(NC(=O)CCS(=O)(=O)c3ccccc3)sc2c1	-7	20	-2	28	23	26	16	-1	-0.3
COc1ccccc1-n1c(SCC(N)=O)nnc1-c1ccccc1	-4	14	0	8	12	3	-7	0	-1.2
COc1ccc(NC(=O)CSc2nnc(CNC(=O)c3ccco3)o2)cc1	-3	3	2	14	25	-1	-12	1	-1.2
Cc1ccc(C2=NN(C(=O)CN3C(=O)c4ccccc4S3(=O)=O)C(c3ccco3)C2)cc1 (stereo unspecified)	-4	-9	0	35	10	41	32	4	1.2
N#Cc1ccccc1S(=O)(=O)N1CCC(C(=O)Nc2cccc(C(=O)NC3CC3)c2)CC1	-1	-1	0	0	4	3	3	-2	1.3
Cc1ccccc1C(=O)Nn1cnnc1	-2	-18	-1	-31	-1	7	-6	3	0.0
Cc1cccc(Oc2coc3cc(OC(=O)c4cc5ccccc5oc4=O)ccc3c2=O)c1	1	-14	-2	10	23	5	4	-1	4.6
Cc1ccc(/C=C2\SC(N3CCN(C(c4ccccc4)c4ccccc4)CC3)=NC2=O)o1	0	3	7	17	17	22	13	0	-8.2
C/C(=N/NC(=O)CNc1ccc(C)cc1)c1ccc(Br)s1	-1	8	2	25	17	18	11	-5	-0.9
CC1(c2nnc(-c3cccc(Cl)c3)o2)CC(c2ccc(Cl)cc2)=NO1 (stereo unspecified)	-3	6	-14	5	16	10	-4	1	-1.4
CCN(c1ccccc1)S(=O)(=O)c1ccc2c(c1)CC(C)N2C(=O)C1CC1 (stereo unspecified)	0	-2	5	28	2	27	5	1	1.0
COc1ccccc1N/N=C/c1ccc2c(c1)OCO2	-2	16	-17	23	6	23	16	-2	-5.2
O=C1CCCc2oc3c(cc(NS(=O)(=O)c4ccc5c6c(cccc46)C(=O)N5)c4ccccc43)c21	-7	-27	4	15	17	20	-2	5	2.8
Cc1ccc(CN(C)C(=O)c2ccccc2Oc2ccccc2)o1	1	18	0	38	-1	20	19	-4	3.1
Cc1cc(C(C)(C)C)cc(S(=O)(=O)Nc2cccc(C(=O)O)c2)c1C	-1	11	3	11	2	-5	2	-2	-1.6
COc1ccc(NC(=O)CNC(=O)Cc2cccc3ccccc23)cc1	1	-11	3	-33	12	4	18	-4	-1.9
COC(=O)C(C)n1cnc2c(cnn2-c2ccc(Cl)cc2)c1=O (stereo unspecified)	-2	15	0	1	2	8	-5	-2	-0.8
O=[N+]([O-])c1ccc(Sc2ccccc2Cl)nc1	-2	2	1	15	3	-2	-28	0	6.0
CCOc1ccccc1NC(=O)Nc1cccc(S(N)(=O)=O)c1	-2	-10	1	-6	7	-12	-12	-3	0.2
NC(=O)[C@H]1CC2(CC(c3cccc(NC(=O)COc4ccc(Cl)cc4)c3)=NO2)CN1C(=O)Cc1ccc([N+](=O)[O-])cc1 (stereo partly specified)	-5	-9	4	-1	13	4	1	-2	0.3
CCn1nnnc1SCC(=O)N1c2ccccc2NC(=O)CC1C (stereo unspecified)	-2	-15	-1	6	7	15	3	-4	-0.9
CCOc1ccc(OCCCC(=O)NCCc2ccc(OC)cc2)cc1	-4	9	34*	11	25	14	2	7	-0.6
COc1ccc(/C=C/c2nnc(NC(=O)COc3cccc(C)c3)s2)cc1	-2	15	1	7	19	10	4	-1	2.0
O=C(CSc1ccccc1)NCCc1ccccc1	3	-3	5	-7	5	23	8	4	0.1
COc1ccccc1-c1cn[nH]c(=S)n1	-3	16	2	9	9	4	0	-5	-3.9
Nc1c(C(=O)Nc2ccccc2)c2nc3ccccc3nc2n1CCCN1CCOCC1	-4	-9	18*	64*	24	-5	23	-2	-1.7
CC1CCCCN1S(=O)(=O)c1ccc(S(=O)(=O)N(CC(=O)Nc2ccccc2)Cc2cccs2)cc1 (stereo unspecified)	-3	-13	-5	12	5	6	8	-2	4.2
Cc1c(NS(=O)(=O)c2cc(C(=O)NCC3CCCO3)cc(Cl)c2Cl)c(=O)n(-c2ccccc2)n1C (stereo unspecified)	-4	8	2	-1	5	17	-2	-3	-1.9
Cc1nn(C)c(C(=O)NNC(=S)Nc2ccc(Cl)cc2)c1[N+](=O)[O-]	5	32	-6	26	27	-9	21	-8	2.7
COc1cccc2c1c(NC(=O)c1cc(C)on1)nn2C	-1	17	2	3	11	-1	10	0	-0.3
O=C(NCc1ccccc1F)C(=O)NCC1OCCCN1S(=O)(=O)c1cccs1 (stereo unspecified)	0	6	2	5	12	2	-6	-3	0.9
COc1cccc(OC)c1C(=O)Nc1ccncc1	2	24	5	-7	-5	7	19	0	-0.1
COCCn1c(N)c(NCc2ccccc2)c(=O)n(CC(=O)Nc2cc(C)ccc2C)c1=O	-3	3	1	0	4	0	7	-5	0.4
COc1ccc(NC(=O)NCCCCc2ccccc2)c(OC)c1	0	1	2	4	12	6	-5	-3	0.1
CCS(=O)(=O)N1CCN(c2ccc(Cl)cc2[N+](=O)[O-])CC1	-3	13	1	1	14	3	-3	-1	0.5
COc1ccc(CCNC(=O)/C=C/C(=O)O)cc1	0	-7	-1	-1	24	11	-3	-1	-1.7
O=c1[nH]c(C2CCN(S(=O)(=O)c3ccc(S(=O)(=O)NC4CC4)cc3)CC2)nc2c1nnn2Cc1cccc(F)c1	-5	24	6	20	-2	15	3	-3	-0.9
CCCCCn1c(SCc2cccc(C)c2)nc2c1c(=O)[nH]c(=O)n2C	-5	9	0	15	12	7	-30	-2	2.3
Cc1[nH]c(C)c(S(=O)(=O)Nc2ccccc2)c1C(=O)N1CCCC1	-1	-5	-1	8	5	11	11	-2	-1.5
Cc1ccc(OC(=O)c2cc(=O)c3ccccc3o2)cc1	1	7	-16	-13	13	6	4	-4	-1.0
NS(=O)(=O)c1ccc(N2CCN(C(=O)c3ccco3)CC2)nc1	-2	6	0	7	18	4	4	-1	-1.3
COc1ccc(NC(=S)Nc2ccc(F)cc2)c(OC)c1	-2	-2	0	25	17	4	8	1	-0.3
COc1ccc(C(=O)C2CCCN(Cc3c(F)ccc(F)c3F)C2)c(OC)c1 (stereo unspecified)	-3	3	3	4	31	19	-1	-6	0.2
Cc1ccccc1S(=O)(=O)Cc1ccc(C(=O)NCc2ccccc2)o1	4	26	-1	12	-7	-1	-1	-1	-0.8
CCOc1ccc(CN2CCN(C(=O)c3cccc(F)c3)CC2)cc1	0	-9	1	-20	3	-7	-15	-4	-0.5
COc1ccc(-c2oc(=O)c3cc(OC)c(OC)cc3c2C#CCCO)cc1	-1	-1	-4	27	28	26	-2	-3	0.7
CC(=O)Nc1ccc2[nH]ccc2c1	-1	-14	1	-8	8	12	-10	0	-0.6
CCCCCCCC(=O)C(C)C(=O)N(C)[C@H](Cc1ccc(OC)cc1)C(=O)N(C)[C@H](C(N)=O)C(C)C (stereo partly specified)	-3	6	-2	21	12	22	1	-1	1.4

Rewritten field by field: entries from further up
smiles: CC(=O)Nc1ccc2[nH]ccc2c1
  MIN6 prolif = -1
  APJ antag = -14
  NR3A LBD binder = 1
  tim10-1 inh = -8
  NLRP3 yeast inh = 8
  tim23-1 inh = 12
  TIM10 inh = -10
  APJ ag = 0
  MPTP block = -0.6

smiles: Cc1ccccc1S(=O)(=O)Cc1ccc(C(=O)NCc2ccccc2)o1
  MIN6 prolif = 4
  APJ antag = 26
  NR3A LBD binder = -1
  tim10-1 inh = 12
  NLRP3 yeast inh = -7
  tim23-1 inh = -1
  TIM10 inh = -1
  APJ ag = -1
  MPTP block = -0.8

Continuation.
SMILES	MIN6 prolif	APJ antag	NR3A LBD binder	tim10-1 inh	NLRP3 yeast inh	tim23-1 inh	TIM10 inh	APJ ag	MPTP block
Fc1ccc(NC(=S)Nc2cc(Cl)ccc2Cl)cc1	-3	-8	0	36	23	21	12	-5	58*
CCc1ccc(S(=O)(=O)Nc2c(C)nc3nc[nH]n3c2=O)cc1	0	14	-1	-9	2	3	14	-1	-1.2
COc1cccc(NC(=O)CSCC(=O)O)c1	1	-5	0	11	7	-4	20	-3	-1.8
COc1ccccc1CCC(=O)OCC(=O)Nc1ccc(C)c(S(=O)(=O)N2CCCCC2)c1	-4	18	-9	2	10	6	-10	-4	-1.2
Cc1cccn2cc(CCNC(=O)c3ccc(Br)o3)nc12	-5	8	0	10	14	16	-5	-2	-1.7
COc1ccc(NC2CCCN(C(=O)CCc3cccc(F)c3)C2)cc1 (stereo unspecified)	-4	9	0	6	12	2	-3	-1	1.5
C[C@H](CO)N1C[C@H](C)[C@H](CN(C)S(=O)(=O)c2ccccc2)Oc2ccc(NC(=O)NC3CCCCC3)cc2CC1=O	-2	10	-3	-6	2	12	6	-3	1.0
COC(=O)c1ccccc1S(=O)(=O)C(C)(C)C	-2	3	0	14	-12	4	0	7	-0.6
Cc1nc(-c2ccc(Cl)cc2)sc1C1(C)CC(c2ccc(Br)cc2)=NO1 (stereo unspecified)	-7	-6	4	10	12	13	8	6	5.8
Cc1ccc(Cc2cnc(NC(=O)C3CCCO3)s2)cc1 (stereo unspecified)	-3	2	0	24	20	33	19	-2	-0.4
O=C(O)c1cc2c(cc1NC(=O)c1ccccc1OC(F)F)OCCCO2	-1	12	0	16	8	7	-11	-1	0.0
C=CCNC(=O)/C(=C\c1ccc(Br)cc1)NC(=O)c1ccccc1OC	2	5	-1	31	1	31	21	-5	0.2
COc1ccc(NC(=O)c2cccnc2NCCc2ccccc2)cc1	-1	5	18*	32	26	36	31	-4	1.2
COc1ccc(-c2cc3nc(CCl)[nH]c(=O)c3s2)cc1	-4	-3	-1	10	-21	33	35	-2	-0.5
O=C(Cn1nc(-c2ccc(Cl)cc2)c2ccccc2c1=O)Nc1cccnc1	1	8	-3	10	6	8	7	2	-2.4
CCNC(=S)NNC(=O)c1ccccc1Cl	0	28	2	6	7	-4	2	-2	-0.9
O=C(CSc1nc(Nc2ccccc2)nc(N2CCOCC2)n1)N1CCc2ccccc21	-2	0	-2	10	17	-6	-2	-3	2.0
CCN(Cc1ccccc1)C(=O)c1[nH]c2ccc(OC)cc2c1C	0	-28	-1	-13	32	17	-7	1	-0.8
CCCN(C(=O)c1nc2nccc(C)n2n1)c1c(N)n(Cc2ccccc2)c(=O)[nH]c1=O	-1	16	-6	-7	3	-5	3	-2	-2.3
CCCCCC(=O)Nc1c2c(nc3ccccc13)CCC2	3	-2	2	3	23	21	-10	0	0.9
Cc1ccc(C(=O)NCC(=O)Nc2ccc(C)c(S(=O)(=O)Nc3ccc(Cl)cc3)c2)s1	-4	5	11*	-19	-8	-17	-24	-1	-0.6
CCOc1ccc(NC(=O)c2ccc(S(=O)(=O)N3CCOCC3)cc2)cc1	0	11	-27	7	14	13	-7	0	1.1

By substructure, the entries above with a tert-butyl group
SMILES	MIN6 prolif	APJ antag	NR3A LBD binder	tim10-1 inh	NLRP3 yeast inh	tim23-1 inh	TIM10 inh	APJ ag	MPTP block
Cc1cc(C(C)(C)C)cc(S(=O)(=O)Nc2cccc(C(=O)O)c2)c1C	-1	11	3	11	2	-5	2	-2	-1.6
COC(=O)c1ccccc1S(=O)(=O)C(C)(C)C	-2	3	0	14	-12	4	0	7	-0.6
